bIAP inh: bovine intestinal alkaline phosphatase inhibitors, primary screen, selectivity assay for TNAP inhibitor project, biochemical, bovine IAP, CDP-star luminescence. 190,000 tested, under 10 active. purified bovine IAP, 30 min. inhibition, % at 20 µM. alkaline phosphatase, intestinal [Bos taurus]. AID 1019, 2008;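 active = over 50% inhibition of intestinal alkaline phosphatase at 20 µM in the single-dose screen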
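System: purified bovine intestinal alkaline phosphatase (IAP) enzyme; Input: IAP diluted 1/65,000,000 in the well; Measured by: CDP-star luminescence signal; Compound dosing: 20 µM single dose; Incubation: 30 min reaction at room temperature.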
L major viab: Leishmania major promastigote growth inhibition, primary screen; Leishmania major promastigotes, resazurin fluorescence viability; inhibition, % at 10 µM; 200,000 tested, 9% active; in the data active = inhibition above about 50%;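 also: promastigotes grown with compound for 44 hours at 28 °C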
PMI act satM6P: human PMI activators, high substrate, primary screen, biochemical, fluorescence intensity, near-saturating mannose 6-phosphate. Mannose-6-phosphate isomerase (Homo sapiens), P34949. coupled PMI enzyme assay, resazurin fluorescence, 20 min; stronger effect = higher value; 1 = untreated enzyme, 0 = substrate-free blank. activation factor at 20 µM. 190,000 tested, 0.34% active;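 active = activation factor of 2 or more at 20 µM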
Target sequence (P34949 whole entry, looked up): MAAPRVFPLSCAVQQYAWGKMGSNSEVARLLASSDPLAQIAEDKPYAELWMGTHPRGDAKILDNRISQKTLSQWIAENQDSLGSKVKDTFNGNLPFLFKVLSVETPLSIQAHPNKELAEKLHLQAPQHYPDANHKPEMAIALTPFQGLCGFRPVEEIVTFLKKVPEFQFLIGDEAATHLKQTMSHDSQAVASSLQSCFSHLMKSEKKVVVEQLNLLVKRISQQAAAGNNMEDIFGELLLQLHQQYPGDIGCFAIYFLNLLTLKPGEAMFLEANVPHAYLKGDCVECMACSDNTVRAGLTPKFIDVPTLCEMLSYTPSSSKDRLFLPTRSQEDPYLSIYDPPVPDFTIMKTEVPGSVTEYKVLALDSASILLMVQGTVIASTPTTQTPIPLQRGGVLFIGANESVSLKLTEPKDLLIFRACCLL
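Test system – human PMI in coupled enzyme assay · Timing – 20 min incubation at room temperature · Detection – Diaphorase-driven resazurin-to-resorufin fluorescence, excitation 544, emission 590 nm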
TNAP act hi DEA: TNAP activators at high phosphate acceptor level, primary screen, biochemical, luminescence, uHTS; Alkaline phosphatase, tissue-nonspecific isozyme (Homo sapiens), P05186; purified TNAP, CDP-star luminescence, 1 M DEA, 30 min; stronger effect = higher value; 0 = EDTA background, 1 = DMSO-only activity; activation factor at 20 µM; 200,000 tested, under 10 active;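 active = activation factor at least 2 at 20 µM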
Target sequence (P05186 whole entry, looked up): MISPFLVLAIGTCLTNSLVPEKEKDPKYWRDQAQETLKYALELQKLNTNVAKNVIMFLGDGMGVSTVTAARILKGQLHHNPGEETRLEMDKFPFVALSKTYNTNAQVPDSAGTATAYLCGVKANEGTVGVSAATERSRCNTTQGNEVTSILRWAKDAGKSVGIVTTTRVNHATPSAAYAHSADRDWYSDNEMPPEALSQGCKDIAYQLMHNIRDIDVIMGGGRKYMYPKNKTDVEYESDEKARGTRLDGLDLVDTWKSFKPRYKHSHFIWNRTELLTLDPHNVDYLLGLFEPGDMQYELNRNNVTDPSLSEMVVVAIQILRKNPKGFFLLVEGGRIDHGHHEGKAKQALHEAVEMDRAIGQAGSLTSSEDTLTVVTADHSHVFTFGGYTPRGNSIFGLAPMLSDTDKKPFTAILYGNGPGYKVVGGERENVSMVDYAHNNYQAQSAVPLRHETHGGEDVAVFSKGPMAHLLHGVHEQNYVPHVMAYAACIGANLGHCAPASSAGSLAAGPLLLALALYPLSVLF
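system = human TNAP | amount = enzyme diluted 1/800 final | reagent = 100 µM CDP-star substrate | signal = luminescent substrate turnover signal | dosing = one dose, 20 µM | benchmarks = EDTA negative control, DMSO positive control | measure = activation factor | timing = 30 min reaction, room temperature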
Diaph act CS: compounds boosting diaphorase resazurin reduction – biochemical, uHTS, resorufin fluorescence, counter-screen for diaphorase-coupled primary assays, primary screen. Diaphorase/resazurin coupled assay, 16 min; stronger effect = higher value; 1 = vehicle wells, 0 = NADH-free wells. activation factor at 20 µM. 190,000 tested, 0.005% active. AID 1229, 2008;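 active = diaphorase activity raised at least twofold by the compound at 20 µM; inactive = activation factor below 2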
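Assay system: Purified diaphorase enzyme from Clostridium kluyveri | Amount: Enzyme 0.07 U/mL final | Dosing: Compound 20 µM once, DMSO 1% | Timing: 16 min reaction at room temperature | Detection: Fluorescence, excitation 544 nm and emission 590 nm | Evaluation: Higher resorufin formation from activation or reduction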
Diaph inh CS: diaphorase inhibitors and chemical oxidizers, primary screen, counter-screen for diaphorase-coupled primary assays, biochemical, uHTS, resorufin fluorescence | diaphorase resazurin-to-resorufin fluorescence, NADH, 16 min; bacterial (C. kluyveri) enzyme, not human | inhibition, % at 20 µM | 190,000 tested, 0.69% active;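 active = primary screen inhibition at 20 µM above a set limit, cut at about 50% in these data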;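 also: plate controls were DMSO with full reaction for no effect and wells lacking NADH for full effect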
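Test system: Clostridium kluyveri diaphorase enzyme / Quantity: diaphorase at 0.14 U/mL in enzyme working solution / Incubation: 16-min room-temperature incubation before reading / Benchmarks: NADH-free wells as positive control, DMSO-only neutral wells / Signal: resorufin fluorescence 544/590 nm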
PMI activator: activators of human PMI, primary screen, biochemical, fluorescence intensity, near-Km mannose 6-phosphate; Mannose-6-phosphate isomerase (Homo sapiens), P34949; purified human PMI, coupled resazurin fluorescence, 20 min; stronger effect = higher value; 1 = vehicle control, 0 substrate-free wells; activation factor at 20 µM; 190,000 tested, 0.005% active; AID 1214, 2008;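 active = activation factor of 2 or more at 20 µM, relative to plate controls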
TNAP inh hiacc: human TNAP enzyme inhibitors, primary screen, biochemical, luminescent, high phosphate acceptor level, uHTS | Alkaline phosphatase, tissue-nonspecific isozyme (Homo sapiens), P05186 | inhibition, % at 20 µM | 200,000 tested, 0.03% active | AID 1135, 2008 | purified TNAP, CDP-star luminescence, 1 M DEA;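 active = over 50% inhibition of tissue-nonspecific alkaline phosphatase at 20 µM in the single-dose screen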;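 also: plate controls were DMSO wells for no effect and EDTA-quenched wells as full inhibition for full effect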
TNAP inh noacc: human TNAP enzyme inhibitors, primary screen, biochemical, luminescent, no phosphate acceptor, uHTS. purified TNAP, CDP-star luminescence, 30 min. inhibition, % at 20 µM. 200,000 tested, 0.26% active;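 active = tissue-nonspecific alkaline phosphatase inhibition above about 50% at 20 µM in the single-dose screen, limit read from the data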;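 also: 0% = DMSO negative control and 100% = EDTA positive control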
bIAP activator: bovine intestinal alkaline phosphatase activators, primary screen, biochemical, bovine IAP, CDP-star luminescence | alkaline phosphatase, intestinal [Bos taurus] | purified bovine IAP, 30 min; stronger effect = higher value; fold of DMSO-control signal, blank-subtracted | activation factor at 20 µM | 200,000 tested, 0.17% active;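 active = activation factor of 2 or more at 20 µM, a signal rise over negative controls twice the positive control's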
* hit, by the source's call; . = no result given.

SMILES	bIAP inh	L major viab	PMI act satM6P	TNAP act hi DEA	Diaph act CS	Diaph inh CS	PMI activator	TNAP inh hiacc	TNAP inh noacc	bIAP activator
CN(C)CCCCOc1cccc(Br)c1	-5	7	1.1	1	0.9	9	1.1	-5	-11	1.1
O=C(Cc1ccccc1)NN1C(=O)C2C3C=CC(C3)C2C1=O (stereo unspecified)	11	-3	0.9	1.1	0.9	14	0.9	-6	-11	0.9
Nc1ccc(Sc2nnnn2-c2ccccc2)c(Cl)c1	7	-2	1	1	0.9	8	0.9	-4	-14	0.9
CCc1nc(N2CCCC2C(=O)O)c2oc3ccccc3c2n1 (stereo unspecified)	-2	3	1.1	1.1	1	-5	1	-5	-13	1
CCS(=O)c1ccccc1C(=O)O (stereo unspecified)	-16	-3	0.9	1	0.8	18	1	-5	-8	1.2
O=C(c1cc(COc2c(F)cccc2F)on1)N1CCc2ccccc2C1	14	-7	.	1	.	.	.	-1	0	0.9
COc1ccc(NC(=O)Nc2ccccc2C(N)=O)cc1	2	3	1	1	0.9	5	1.1	-3	-7	1
CCOC(=O)c1ccc(NC(=O)CC2OCCN(CC)C2=O)cc1 (stereo unspecified)	-2	1	1.1	1	1	3	1	-1	-9	1
O=C(NC(=S)NCCN1CCOCC1)c1ccc(F)cc1	2	-5	1	1	0.9	7	1	-1	-4	1
CCc1cc(=O)n2c([nH]c3ccccc32)c1C#N	5	7	0.8	1	0.6	38	0.7	-2	-8	1
CCc1nc2ccccc2c(C(=O)OCC(=O)C(C)(C)C)c1C	-1	30	0.9	1	0.7	26	0.9	-3	-5	1
CC(=O)NS(=O)(=O)c1ccc(NC(=O)c2cc(-c3ccc(C)cc3)nc3ccccc23)cc1	8	-8	1	1	1	3	1	-3	-8	0.9
CCOC(=O)C1(CC2CC2)CCN(Cc2cn[nH]c2-c2ccccc2)CC1	-3	6	0.9	1	1	0	0.9	-2	2	1
COc1ccc(OC)c(NC(=O)C23CC4CC(C2)CC(n2cnc(Br)n2)(C4)C3)c1	-3	26	0.9	1.1	0.8	21	0.9	-5	-13	1
CC1CCCCN1C(=O)c1ccc(COc2ccc([N+](=O)[O-])cc2)o1 (stereo unspecified)	3	-4	0.9	1	1	-1	1	0	-2	1
CCC(C)N(CCNC(=O)CC1Oc2ccccc2NC1=O)C1CCCCC1 (stereo unspecified)	-6	-4	0.9	1.1	0.7	25	0.9	-11	-16	1.1
O=C(c1ccc2c(c1)OCO2)N(Cc1ccco1)C1(C(=O)NC2CCCCC2)CCCCC1	-21	31	1	1	1	0	1.1	-1	-3	1.2
CCOC(=O)c1ccc(N/C=C/C(=O)C(C)(C)C)cc1	1	-1	0.9	1	1	4	0.9	2	1	1
O=C1Nc2cc(Cl)c(Cl)cc2N(O)N1c1ccc(Cl)c(Cl)c1	11	-7	0.9	1	0.9	7	0.9	-1	-6	0.9
O=C(Nc1ccc(N2CCCCC2)cc1)c1ccccc1	15	1	0.9	1	0.8	17	0.9	0	11	0.8
C/C=N\NC(=O)COc1cc(C)ccc1C	0	-6	1	1	0.9	10	0.9	-1	-5	1
CCn1c2ccccc2c2cc(NC(=O)CSc3nnc(-c4cccc(C)c4)o3)ccc21	9	92*	0.9	1	0.9	10	0.9	-4	-15	0.9
Cc1cc(=O)[nH]c(N2CCc3ccccc3C2)n1	12	-4	0.9	1.1	0.8	17	0.9	-7	-12	0.9
Oc1ccccc1N1CCN(c2ncccn2)CC1	8	8	1	1	0.9	8	0.9	-1	-10	0.9
CC1CCN(C(=O)c2cc(-c3ccccc3O)on2)CC1	6	-10	0.9	1.1	0.8	21	0.9	-9	-18	0.9
O=C(NCCN1C(=O)S/C(=C\c2ccc(Cl)c(Cl)c2)C1=O)C1COc2ccccc2O1 (stereo unspecified)	-8	-4	0.9	1	1	3	0.9	0	-2	1.1
NC(N)=NC(N)=Nc1ccc2ccccc2c1	-1	-4	0.9	1	1	0	1	-2	2	1
CC1=NN(C(=O)c2c(Br)c(C)nn2C)C(O)(C(F)(F)F)C1 (stereo unspecified)	-40	-4	1.1	1.1	1.1	-6	1	-5	0	1.4
Cc1nc2ccccc2c(=O)n1/N=C/c1ccccn1	-7	-10	0.9	1	0.8	19	0.9	-1	-2	1.1
O=C(c1cccc(Oc2ccccc2)c1)N1CCN(c2ccccn2)CC1	-2	-9	1	1	0.9	12	1	-1	4	1

Given field by field: 3 of the compounds above
Molecule: Oc1ccccc1N1CCN(c2ncccn2)CC1
- bIAP inh: 8
- L major viab: 8
- PMI act satM6P: 1
- TNAP act hi DEA: 1
- Diaph act CS: 0.9
- Diaph inh CS: 8
- PMI activator: 0.9
- TNAP inh hiacc: -1
- TNAP inh noacc: -10
- bIAP activator: 0.9

Molecule: CC1CCN(C(=O)c2cc(-c3ccccc3O)on2)CC1
- bIAP inh: 6
- L major viab: -10
- PMI act satM6P: 0.9
- TNAP act hi DEA: 1.1
- Diaph act CS: 0.8
- Diaph inh CS: 21
- PMI activator: 0.9
- TNAP inh hiacc: -9
- TNAP inh noacc: -18
- bIAP activator: 0.9

Molecule: O=C(NCCN1C(=O)S/C(=C\c2ccc(Cl)c(Cl)c2)C1=O)C1COc2ccccc2O1 (stereo unspecified)
- bIAP inh: -8
- L major viab: -4
- PMI act satM6P: 0.9
- TNAP act hi DEA: 1
- Diaph act CS: 1
- Diaph inh CS: 3
- PMI activator: 0.9
- TNAP inh hiacc: 0
- TNAP inh noacc: -2
- bIAP activator: 1.1

Some of these compounds in order of the TNAP inh noacc value, high to low.
Compound | TNAP inh noacc
CCOC(=O)C1(CC2CC2)CCN(Cc2cn[nH]c2-c2ccccc2)CC1 | 2
O=C(Cc1ccccc1)NN1C(=O)C2C3C=CC(C3)C2C1=O (stereo unspecified) | -11
CCn1c2ccccc2c2cc(NC(=O)CSc3nnc(-c4cccc(C)c4)o3)ccc21 | -15

Other results
SMILES	bIAP inh	L major viab	PMI act satM6P	TNAP act hi DEA	Diaph act CS	Diaph inh CS	PMI activator	TNAP inh hiacc	TNAP inh noacc	bIAP activator
COc1ccc2[nH]c(=O)c(CN(C)C(=O)C3CCCCC3)cc2c1	0	1	0.7	1	0.7	27	0.8	-2	-5	1
N#CCSc1nnc(-c2cnccn2)n1Cc1ccccc1	8	0	1	1	0.9	6	1	3	-3	0.9
CCN(c1ccccc1)S(=O)(=O)c1ccc2[nH]cc(C(=O)N3CCOCC3)c(=O)c2c1	6	-6	0.9	1	0.9	12	0.9	-1	-8	0.9
CN(CCc1ccccn1)C(=O)CCC1CCCN(C(=O)c2ccccn2)C1 (stereo unspecified)	8	-7	1.1	1	1	3	1	-2	-2	0.9
Cc1cc(N)n(-c2ccc(S(N)(=O)=O)cc2[N+](=O)[O-])n1	-4	-12	1.3	1	1	3	1.4	-2	-8	1
CCCc1nc(N)nc2c1C(=O)CC(C)(C)C2	9	-3	1	1	0.9	7	1	-4	-10	0.9
CCOC(=O)c1ccc(NC(=O)C(C)NS(=O)(=O)c2ccc(OC)cc2)cc1 (stereo unspecified)	1	37	0.9	1	0.9	12	0.8	-4	-8	1
Cc1cc(C)cc(-n2cc(C(=O)O)c(=O)cc2C)c1	-3	-4	0.9	1	0.9	13	0.9	-5	-12	1
CC(=O)Nc1nonc1-c1nc2ccccc2n1Cc1ccccn1	-17	7	1	1	0.8	16	1	-4	-6	1.2
O=C(Nc1ccc(Cl)cn1)Nc1ccccc1F	7	-4	1	1	0.9	10	1	-5	-13	0.9
O=C(CSc1nc2ccccc2[nH]1)Nc1ccccc1N1CCOCC1	-3	1	1.1	1.1	0.8	21	1	-5	-10	1
Cc1cccc(NC(=S)N(CCN(C)C)Cc2cccs2)c1	18	-3	1	1.1	0.9	8	1	-6	-14	0.8
CCCN1C2CCCC1CC(NC(=O)c1ccccc1)C2 (stereo unspecified)	2	6	1	1	1	-3	0.9	-3	-10	1
O=C(NCc1cccnc1)C1CCN(S(=O)(=O)c2cccs2)CC1	6	-3	1	1	0.9	6	1	-1	-6	0.9
COc1ccc(CNC(=O)CN(C(=O)CCC(=O)Nc2ccccn2)c2ccccc2OC)cc1	-9	-3	1.1	1	1.1	-6	1.1	-5	-10	1.1
O=C(/C=C/c1ccc(Cl)cc1)N1CCN(c2ccccc2[N+](=O)[O-])CC1	-5	3	0.9	1	0.7	26	0.9	0	-1	1
CC(C)C(C(=O)Nc1cccnc1)N1C(=O)c2ccccc2C1=O (stereo unspecified)	10	-2	1	1	0.9	9	0.9	1	-10	0.9
CSc1ncccc1C(=O)OCC(=O)NC(=O)NCCC(C)C	6	3	1	1.1	0.9	9	1	-5	-11	0.9
Cc1ccc(S(=O)(=O)Cn2nnnc2C(CC(C)C)N2CCN(C(=O)c3ccco3)CC2)cc1 (stereo unspecified)	-7	20	1	1	0.8	21	1.1	0	-2	1.1
O=C(C1CCCO1)N(Cc1ccccc1)c1ccccc1 (stereo unspecified)	-1	-4	0.8	1	0.8	15	0.8	-3	-6	1
COc1ccc(S(=O)(=O)NC(C(=O)NCCc2ccccn2)C(C)C)cc1 (stereo unspecified)	4	1	1.1	1	1	1	1.1	-1	-7	1
O=C(Nc1cccc(C(F)(F)F)c1)c1ccc(-n2cncn2)nc1	-4	-6	1	1	0.9	11	1	-2	-5	1
Cc1ccc(NC(=O)c2ccccn2)cc1S(=O)(=O)N1CCOCC1	-7	-1	1	1.1	0.9	13	0.9	-9	-18	1.1
CCOc1cc(C)c(Cl)cc1S(=O)(=O)n1cnc2ccccc21	2	1	0.9	1	0.9	15	0.9	-3	-3	1
Cc1cc(Oc2ccccc2F)nc(NCc2ccccc2)n1	8	41	0.9	1	0.8	22	0.9	-3	-10	0.9
COc1cc(-c2nnc(SCC(=O)/C(C#N)=C(\C)N)o2)cc(OC)c1OC	-2	2	1	1	0.9	10	1.1	-5	2	1
O=C(CSc1nnc(CNc2cccc(Cl)c2)o1)OC1CCCCC1	17	-8	1	1	0.8	15	1	-3	1	0.8
CNC(=O)CSc1nnc(-c2cc(C)cc(C)c2)o1	9	-4	0.9	1	0.9	8	0.9	0	-8	0.9
CC1(CC(=O)N/N=C/c2cc3c(cc2Br)OCO3)OCCO1	12	-9	1.1	1	1	-1	1.1	-2	-14	0.9

Screens (PubChem BioAssay)
